# TDP1 cell CPT – DT40-hTDP1 cell growth loss with CPT | AID 686979 | Potency, µM (series often up to 46.2 µM), inactives show at the highest dose activity change, negative = growth inhibition, actives largely listed as inhibitors | chicken DT40 Tdp1-/-;hTDP1 cells + 20 nM CPT, ATP luminescence, 48 h | 12% of 420,000 active; further: nearly all actives have a fitted effect of over 55% in size
#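 Cell growth measured by CellTiter-Glo luminescence after a minimum 48 h, 37 C compound exposure with 20 nM CPT in Tdp1-knockout DT40 cells stably expressing hTDP1, seeded 400/well; qHTS titration format.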
# TDP1 cell noCPT – qHTS for Inhibitors of human tyrosyl-DNA phosphodiesterase 1 (TDP1): qHTS in cells in absence of CPT | Potency, µM (series often up to 46.2 µM), inactives show at the top dose activity change, negative = growth inhibition, usual class: inhibitors | 15% of 420,000 active | AID 686978, 2013 | DT40 Tdp1-/- hTDP1 cells, no CPT, ATP luminescence, 48 h; further: nearly all actives have a fitted effect of over 55% in size
#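 Growth of hTDP1-complemented DT40 Tdp1-knockout cells is measured by ATP luminescence after at least 48 hr compound exposure at 37 °C, with DMSO substituting for the 20 nM CPT used in the parallel screen.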
# TDP1 block – inhibitors of human tyrosyl-DNA phosphodiesterase TDP1; Q9NUW8; recombinant TDP1, AlphaScreen DNA substrate cleavage; Potency, µM (titrated, usually from 130 µM), for inactives: at the highest dose activity change, negative = inhibition, hits mostly inhibitors; 0.28% of 350,000 active; further: nearly all actives have a fitted effect of over 40% in size
# Target sequence (Q9NUW8 whole entry, looked up): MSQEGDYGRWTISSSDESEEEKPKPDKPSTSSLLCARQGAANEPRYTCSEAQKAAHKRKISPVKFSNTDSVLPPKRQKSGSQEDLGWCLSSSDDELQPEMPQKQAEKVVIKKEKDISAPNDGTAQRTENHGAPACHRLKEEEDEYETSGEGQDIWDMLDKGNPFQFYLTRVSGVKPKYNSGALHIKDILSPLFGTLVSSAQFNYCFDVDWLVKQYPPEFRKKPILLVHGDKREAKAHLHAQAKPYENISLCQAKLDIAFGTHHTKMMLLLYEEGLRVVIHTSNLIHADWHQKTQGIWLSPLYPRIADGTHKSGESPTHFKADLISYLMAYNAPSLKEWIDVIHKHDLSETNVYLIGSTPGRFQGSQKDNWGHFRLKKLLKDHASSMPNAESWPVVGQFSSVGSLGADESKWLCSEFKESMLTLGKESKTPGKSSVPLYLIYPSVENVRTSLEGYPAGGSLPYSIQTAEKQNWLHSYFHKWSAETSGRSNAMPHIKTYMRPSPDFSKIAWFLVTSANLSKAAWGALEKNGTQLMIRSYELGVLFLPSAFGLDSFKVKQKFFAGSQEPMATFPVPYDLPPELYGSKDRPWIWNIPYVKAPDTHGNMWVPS
#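 E. coli-derived human Tdp1, 1 nM final. Cpd preinc 15 min RT; substrate 15 nM final, 5 min RT; AS bead mix 10 ug/ml final, 10 min RT. Signal loss = tyrosine-FITC cleavage. No-enzyme wells = max signal.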
# Starred values were filed as active, the others as inactive; ? = inconclusive; / = not tested or not shown; [ ] = remark or other dose. The call rests on the fitted dose curve; in most records, active means well fitted curve in the direction sought with a large enough effect; inconclusive means small, poorly fitted or top-dose-only effect, or another doubt; inactive means no such curve, though single readings can be large; an effect the other way counts as inactive or inconclusive. On the % scale 0 is the no-effect control and ±100 the full control effect; potency means the concentration at half of the fitted maximal effect.
cpd	Compound	TDP1 cell noCPT	TDP1 block	TDP1 cell CPT
1	Fc1c(F)c(F)c(N/N=C/c2c[nH]c3ccccc23)c(F)c1F	?	0%	?
2	CCOC(=O)c1cc(-c2ccccc2)nn1Cc1cc(C)no1	-18%	-17%	-15%
3	CN1C(=O)C2(OCCCO2)c2ccccc21	-2%	/	28%
4	Cn1c(=O)c2c(nc(N3CCOCC3)n2CCc2ccccc2)n(C)c1=O	-8%	7%	-23%
5	CCc1ccc(OCC(=O)Nc2cc(S(=O)(=O)CC)ccc2O)cc1	-21%	-1%	-21%
6	O=C(NCc1ccco1)C1CCCN1C(=O)Nc1ccc(Br)cc1 (stereo not drawn)	-15%	5%	-13%
7	CC(C)(C)c1ccc(/C=N/Nc2nncn2N)cc1	-3%	/	-19%
8	CCOc1ccc(C(=O)Nn2cnnc2)cc1	-17%	5%	-6%
9	O=C(CC1SC(N2CCCCC2)=NC1=O)Nc1cccc(C(=O)N2CCCC(C(F)(F)F)C2)c1 (stereo not drawn)	-15%	/	?
10	Cc1cccc(C(=O)NNS(=O)(=O)c2ccc(F)cc2)c1O	?	3%	?
11	O=C(NC(N1CCCCCC1)C(Cl)(Cl)Cl)c1ccccc1Cl (stereo not drawn)	-16%	3%	2%
12	O=C1CC(c2ccccc2)Sc2nc(-c3ccc(F)cc3)nn21 (stereo not drawn)	-9%	/	-14%

# Entries of single compounds from above:
# `O=C(CC1SC(N2CCCCC2)=NC1=O)Nc1cccc(C(=O)N2CCCC(C(F)(F)F)C2)c1` (stereo not drawn) in the list: TDP1 cell noCPT = -15%; TDP1 block = /; TDP1 cell CPT = ?
# `O=C(NC(N1CCCCCC1)C(Cl)(Cl)Cl)c1ccccc1Cl` (stereo not drawn) in the list: TDP1 cell noCPT = -16%; TDP1 block = 3%; TDP1 cell CPT = 2%
# `CCOc1ccc(C(=O)Nn2cnnc2)cc1` in the list: TDP1 cell noCPT = -17%; TDP1 block = 5%; TDP1 cell CPT = -6%

# The main list resumes, starting two compounds before the break.
cpd	Compound	TDP1 cell noCPT	TDP1 block	TDP1 cell CPT
11	O=C(NC(N1CCCCCC1)C(Cl)(Cl)Cl)c1ccccc1Cl (stereo not drawn)	-16%	3%	2%
12	O=C1CC(c2ccccc2)Sc2nc(-c3ccc(F)cc3)nn21 (stereo not drawn)	-9%	/	-14%
13	Oc1ccc(-c2nccc(-c3ccc(Cl)cc3Cl)n2)cc1	?	5%	3%
14	Cc1ccc(NC(=O)Nn2cnnc2)cc1	22%	6%[56.1 µM]	-11%
15	COc1ccc(C2N=C(N)N=C(N)N2c2ccccc2)cc1OC (stereo not drawn)	-13%	4%	-9%
16	O=C1c2ccccc2C(=O)N1CCCON1C(=O)c2ccccc2C1=O	-6%	1%	-20%
17	CC1CCC2C(C)(C)C3CC12CC[C@]3(C)O (stereo partly drawn)	-11%	2%[56.1 µM]	-12%
18	N#CC1=C(N)OC2=C(C(=O)CCC2)C1c1ccc(OC(=O)N2CCOCC2)cc1 (stereo not drawn)	-5%	10%	-3%
19	Cc1ccccc1OCC(=O)Nc1ccc2nc(SCC(=O)N3CCc4ccccc43)sc2c1	-1%	-4%	-5%
20	CC(C)N(Cc1ccccc1)S(=O)(=O)c1ccc(-c2cc(C(F)(F)F)on2)s1	?	-5%	?
21	CCC1(C)Cc2ccccc2-c2nc3n(c(=O)c21)CCS3 (stereo not drawn)	8.2µM*	0%	?
22	Cc1ccc(Cl)cc1N1CCN(C(=O)c2cn(C3CCCCC3)c(=O)c3c2c2ccccc2n3C)CC1	18µM*	8%	23µM*
23	COCCN(Cc1cc2ccc(C)cc2[nH]c1=O)S(=O)(=O)c1ccccc1	-19%	/	11%
24	COc1cc2c(cc1NC(=S)Nc1cccc(C(F)(F)F)c1)oc1ccccc12	29µM*	3%	23µM*
25	Cc1cccc(C)c1NC(=O)CNC(=O)C1COc2ccccc2O1 (stereo not drawn)	-2%	1%	-4%
26	COc1ccccc1-c1cc(C(F)(F)F)nc(N2CCN(c3ccc(F)cc3)CC2)n1	?	3%	?
27	CCN(CC)C(=O)c1cccc(NC(=O)c2cc(-c3ccccn3)nc3ccccc23)c1	16µM*	3%	?
28	CN(Cc1cnn(-c2ccc(F)cc2)c1)Cc1nc(Cc2ccccc2)no1	-17%	5%	?
29	COc1ccc(N2C(=O)[C@@H]3Cc4ccccc4CN3C2=O)cc1	-6%	4%	-4%
30	C[C@@H]1CC[C@H](O)/C=C/C(=O)O[C@H](C)CC[C@H](O)/C=C/C(=O)O1	5.2µM*	/	5.2µM*
31	CCc1noc(C)c1C(=O)Nc1nc2ccc(F)cc2s1	-16%	-9%	7%
32	CC(C)Oc1cccc(C(=O)NC(=S)Nc2cccnc2)c1	-23%	0%	5%
33	CCOc1ccc(NC(=O)CCCN2C(=S)NC(C)(C)CC2C)cc1 (stereo not drawn)	-1%	2%	4%
34	Cc1cc(C)c2nc3c(c(C(=O)O)c2c1)CCC3	-14%	-12%	-6%
35	Cc1cccc2cc(CN(Cc3ccco3)C(=O)Nc3cccc(C#N)c3)c(Cl)nc12	?	4%	?
36	C=CC#CC[N+]1(CC#Cc2ccccc2)CCOCC1	-13%	5%	1%
37	CCn1c(SCC(=O)N/N=C/C(C)=C\c2ccco2)nnc1-c1ccccc1	?	/	-51%
38	O=S(=O)(c1ccc2ccccc2c1)N(CC(O)COCc1ccco1)c1ccccc1 (stereo not drawn)	?	3%	-25%
39	COC(=O)[C@]12CCCCC=C1N(Cc1ccc(Cl)cc1Cl)C(=O)[C@H](CC(=O)NCc1cccs1)C2	23µM*	/	?
40	COc1ccc(NS(=O)(=O)c2ccc(N)c(C(=O)O)c2)cc1	-22%	-2%	-7%
41	CN(C)S(=O)(=O)c1cccc(NC(=S)NC23CC4CC(CC(C4)C2)C3)c1	?	/	?
42	CN(CCCC(=O)N1CCN(c2ncccn2)CC1)S(=O)(=O)c1ccc(F)cc1	?	3%	-17%
43	COc1cccc(NC(=O)CCCOc2cc(=O)n(C)c3ccccc23)c1	?	5%	?
44	Cc1ccc(-n2nnnc2SCC(=O)N(CC(C)C)c2c(N)n(CC(C)C)c(=O)[nH]c2=O)cc1	-11%	3%	20%
45	CN(CC(=O)N1CC=C(c2ccccc2)CC1)S(=O)(=O)c1cnc[nH]1	-20%	8%	-6%
46	O=C(Nc1nc(-c2ccccc2)cs1)C1CCCN(S(=O)(=O)c2cccc([N+](=O)[O-])c2)C1 (stereo not drawn)	?	6%	21µM*
47	CN(C)S(=O)(=O)c1ccc(N2CCCC2)c(C(=O)Nc2ccccc2OC(F)F)c1	-16%	5%	?
48	CCOc1ccc(N2CC(C(=O)Nc3cccc(C(=O)NC4CC4)c3)CC2=O)cc1 (stereo not drawn)	4%	-2%[56.1 µM]	-1%
49	CC(C(=O)OCn1nnc2ccccc2c1=O)N1C(=O)c2ccccc2C1=O (stereo not drawn)	-12%	5%	-5%
50	CCc1ccccc1NC(=O)Cn1ccn(-c2ccc(OC)cc2)c(=O)c1=O	13%	6%	-7%
51	COc1ccc(CNC(=O)CCC(=O)Nc2cccnc2)cc1	-4%	/	-13%
52	CC(C)(C)C(c1nc2ccccc2[nH]1)n1c(-c2cccc(S(C)(=O)=O)c2)nc2ccccc21 (stereo not drawn)	13µM*	/	10µM*
53	COc1cccc(/C(N)=N/OC(=O)Cc2ccccc2[N+](=O)[O-])c1	12%	5%	?
54	Cc1c(Cl)cccc1NC(=S)N1CCN(c2ccccn2)CC1	22%	8%	19%
55	CN(C(=O)COC(=O)CNC(=O)C12CC3CC(CC(C3)C1)C2)c1ccccc1	-13%	2%	-9%
56	CC(C)(C)c1ccc(C(=O)c2cn[nH]c2-c2ccccc2O)cc1	?	/	?
57	CCc1noc(C)c1C(=O)N(C)CC(=O)Nc1ccccc1C(F)(F)F	3%	2%	-22%
58	CCn1c(CNC(=O)COc2ccc(C(C)C)cc2)nnc1SCC(=O)Nc1ccccc1	?	1%	-7%
59	Cn1ncc2c(Nc3cccc(C(=O)O)c3)ncnc21	-6%	-3%	0%
60	O=C(Nc1ccccc1)N1CCN(S(=O)(=O)c2ccccc2)CC1	2%	6%	8%
61	N#Cc1nc(-c2ccco2)oc1N1CCC(C(N)=O)CC1	-8%	-6%	-12%
62	COc1ccc2c(c1)[C@H]1[C@H](CO2)[C@H](c2ccccc2)[C@]2(C)C(=O)Nc3cc(F)ccc3C(=O)N12	18µM*	4%	?
63	Cc1cc(SCC(=O)NC(=O)NCc2ccco2)nc2c(C)cccc12	29µM*	-13%	?
64	O=c1[nH]c(SCc2ccccc2)ncc1S(=O)(=O)c1ccccc1	-15%	/	-1%
65	CC(Sc1nnc(C2CC2)n1C1CC1)C(=O)c1ccc(Br)cc1 (stereo not drawn)	?	0%	?
66	CCCCCCCC(=O)NNC(=O)c1c(O)c2ccccc2n(CCC)c1=O	23µM*	10%	?
67	COCNc1nc(OCC#N)nc(N(C)C)n1	0%	-2%	-12%
68	O=S(=O)(c1cccc(-c2csc(N/N=C/c3ccco3)n2)c1)N1CCOCC1	13µM*	10%	16µM*
69	Cc1ccc(N2CCN(C(=O)CCc3c(C)nc4c(c3C)c(=O)n(C)c(=O)n4C)CC2)c(C)c1	-20%	2%	20%
70	Cc1cc(C)cc(NC(=S)NCCSc2ccc(Cl)cc2)c1	21µM*	-3%	?
71	COc1ccc(OC)c(CN2CCC(N3CCC(C(=O)NC4CC4)CC3)CC2)c1	15%	2%	-21%
72	CC(C)(C)c1ccc(C(=O)Nc2ccc(N3CCOCC3)cc2)cc1	18µM*	8%	18µM*

# Next section
cpd	Compound	TDP1 cell noCPT	TDP1 block	TDP1 cell CPT
73	Oc1c(C(Nc2cccc(C(F)(F)F)c2)c2cccnc2)ccc2cccnc12 (stereo not drawn)	?	11%	?
74	CCOC(=O)[C@H]1[C@H]2COc3cc(OC)ccc3[C@@H]2N2C(=O)CN(CCc3c[nH]c4ccccc34)C(=O)[C@@]12C	?	3%	?
75	Nc1nc(SCc2ccccc2)c2ncn(CCO)c2n1	1%	/	1%
76	Cc1cccn2c(=O)c3cc(S(=O)(=O)c4ccc(Br)cc4)c(=N)n(C4CCCC4)c3nc12	?	2%	?
77	COC(=O)c1nnn(-c2nonc2N)c1CSc1nnc(N)s1	-20%	8%	-7%
78	CCCCCC(=O)Nc1nc(C)c(-c2csc(Nc3ccccc3OC)n2)s1	18µM*	9%	23µM*
79	COc1cc(Cl)c(C)cc1NC(=O)c1ccccc1NC(=O)CN1CCN(c2ccccn2)CC1	26µM*	/	18µM*
80	CCC1ON(C(C)C)C2c3nc4ccccc4n3CC12 (stereo not drawn)	1%	2%	0%
81	Cc1ccc(NC(=O)CSc2nc(-c3ccc(F)cc3)nc3c2Cc2c(CO)cnc(C)c2O3)cc1C	-27%	0%	-1%
82	CCOc1ccccc1/C=C(\NC(=O)c1ccccc1)C(=O)NCCC(=O)O	3%	5%	11%
83	O=C(N[C@@H](Cc1ccccc1)C(=O)N1CCC2(CC1)NCCc1[nH]cnc12)c1cccc(F)c1	?	3%	?
84	CC(C)c1nnc(NC(=O)CCc2ccccc2)s1	10%	/	3%
85	NNc1nc(-c2ccccc2)c2cc(Br)ccc2n1	-2%	/	?
86	CN(C(=O)c1ccc(S(=O)(=O)N2CCCC2)cc1)C1CCCCC1	-5%	1%	-26%
87	CC(=O)Nc1ccc(S(=O)(=O)Nc2cccc(N(C)S(C)(=O)=O)c2)cc1	?	7%	?
88	COC(=O)C(NC(C)=O)(Nc1nc2c(s1)CCCC2)C(F)(F)F (stereo not drawn)	-25%	0%	-2%
89	Nc1c(N(Cc2ccco2)C(=O)c2ccc(Cl)cc2)c(=O)[nH]c(=O)n1Cc1ccccc1	-22%	0%	-27%
90	CCOC(=O)c1c(C)[nH]c(C(=O)N2CCC(C(=O)OCC)CC2)c1C	11%	4%	-19%
91	Cc1ccc(C(=O)NNC(=O)c2cccc(S(=O)(=O)N3CCOCC3)c2)cc1	5%	3%	7%
92	Cc1c(OCC(=O)NCC2CCC(C(=O)O)CC2)ccc2c3c(c(=O)oc12)CCC3 (stereo not drawn)	-2%	/	4%
93	O=C(COC(=O)CCc1c[nH]c2ccccc12)Nc1cccc(Cl)c1	?	/	?
94	CCn1cc(CNCc2cn[nH]c2-c2cc3ccccc3o2)cn1	23µM*	5%	18µM*
95	COc1ccc2c(C)cc(N3CCN(c4ccc(F)cc4)CC3)nc2c1	?	2%	?
96	COc1ccc(-c2c3c(nc4sc5c(Cl)nc(C)nc5c24)CCC3)cc1	-9%	-2%	3%
97	COc1cc(OC)nc(Nc2nc(C(N)Cc3ccc(F)cc3)cs2)n1 (stereo not drawn)	23µM*	/	21µM*
